# HIV fusion peptide: inhibitors of HIV fusion peptide binding, primary screen, biochemical, uHTS, fluorescence dequenching (AID 1986); 0.3% of 290,000 active; cell-free peptide binding, fluorescence dequenching, 30 min; higher % means a stronger effect; inhibition, % at 20 µM; hits with a dose series show IC50 in µM; in the data active = inhibition mostly above about 52%, no sharp cut-off; inactive = mostly below about 76%; note: some results filed as inactive read as strong as hits
# MgcRacGAP inhibition: MgcRacGAP GTPase-activating activity inhibitors, confirmation, biochemical, ADP Hunter fluorescence; Rac GTPase-activating protein 1 (Homo sapiens); 0.6% of 340,000 active; AID 624330, 2012; inhibition, % at 30 µM, or IC50 in µM where a hit was titrated; MgcRacGAP-stimulated Rac1 GTP hydrolysis, ADP Hunter fluorescence; higher % means a stronger effect; GST-tagged Rac1 F28L mutant substrate;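 active = first-screen hits whose inhibition reached a set limit at any dose in the follow-up dose series; inconclusive = inhibition above the set first-screen limit but never retested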;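 note: fluorescence reports GDP produced by GAP-driven GTP hydrolysis; strong numbers were not always called active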
# XIAP displacement: XIAP antagonists, biochemical, IAP family, fluorescence polarization (AID 1018); E3 ubiquitin-protein ligase XIAP (Homo sapiens); XIAP BIR domain, fluorescence polarization peptide displacement; higher % means a stronger effect; one-dose displacement, % at 20 µM; IC50 in µM for titrated hits; 0.007% of 200,000 active; in the data active = displacement above about 50%; note: a part of the inactive calls stands beside numbers as strong as those of hits
# RSV antiviral HEp-2: RSV antiviral activity via CPE protection, HEp-2 cells, primary 10 µM value included (AID 2391); HEp-2 cells, RSV-induced CPE inhibition; higher % means a stronger effect; one-dose CPE inhibition, % at 10 µM; IC50 in µM for titrated hits; 0.13% of 310,000 active; in the data active = a potency from the dose series; inconclusive = CPE inhibition mostly from about 23% at the one dose, without a potency; inactive = the rest, 99 in 100 with CPE inhibition below about 21%; note: strong numbers were not always called active
# Dengue-2 NS5 capping: Dengue-2 NS5 methyltransferase inhibitors, primary screen, biochemical, confirmation dose response (AID 588689). Genome polyprotein (Dengue virus type 2 (strain 16681-PDK53)). Dengue-2 NS5 methyltransferase capping enzyme assay, biochemical; higher % means a stronger effect. inhibition, % at 25 µM, or IC50 in µM where a hit was titrated. 0.3% of 340,000 active; in the data active = a potency from the dose series; inconclusive = inhibition above about 29% without an active follow-up result
# SIAH1 antagonists: Siah-1 peptide-binding antagonists, primary screen, biochemical, fluorescence polarization, rhodamine-plectin, uHTS (AID 1817). 0.02% of 290,000 active. displacement, % at 20 µM, or IC50 in µM where a hit was titrated. Siah-1 / rhodamine-plectin peptide fluorescence polarization; higher % means a stronger effect. E3 ubiquitin-protein ligase SIAH1 (Homo sapiens);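 active = displacement of at least 50% at 20 µM, with a fluorescence ratio check between 0.3 and a set limit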;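 note: plate controls were Siah plus tracer with DMSO for no effect and tracer alone without Siah for full effect; strong numbers were not always called active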
# LYP inhibition: inhibitors of LYP phosphatase, biochemical, fluorescence intensity, uHTS (AID 1779) | 0.054% of 290,000 active | inhibition, % at 11.5 µM; hits with a dose series show IC50 in µM | recombinant LYP phosphatase, fluorescence intensity; higher % means a stronger effect; in the data active = inhibition above about 50%;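 note: plate controls were vehicle with enzyme for no effect and no enzyme for full effect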
# AID2073: inhibitors of Mint1-CaV2.2 protein interaction, biochemical, HTRF (AID 2073); Voltage-dependent N-type calcium channel subunit alpha-1B (Homo sapiens); HTRF protein-protein interaction, Mint1-CaV2.2; higher % means a stronger effect; inhibition, % at 20 µM, or IC50 in µM where a hit was titrated; 0.19% of 290,000 active; in the data active = inhibition mostly above about 51%, no sharp cut-off; inconclusive = no clear call, values can overlap the other calls; inactive = mostly below about 53%; note: some results filed as inactive read as strong as hits
# SV40 large T antigen: SV40 large T antigen inhibitors, biochemical (AID 1903) | SV40 large T antigen ATPase/helicase inhibition assay; higher % means a stronger effect | one-dose inhibition, % at 20 µM; IC50 in µM for titrated hits | 0.39% of 310,000 active; in the data active = a potency from the dose series; inconclusive = inhibition mostly from about 32% at the one dose, without a potency; inactive = the rest, 99 in 100 with inhibition below about 32%; note: strong numbers were not always called active
# Dengue-2 NS5 capping pilot replicate: recorded beside Dengue-2 NS5 capping, whose call it bears; inhibition, %; measured here: pilot screen replicate inhibition
# The depositor's hits bear a star; ? = inconclusive; · = no result given.
SMILES,HIV fusion peptide,MgcRacGAP inhibition,XIAP displacement,RSV antiviral HEp-2,Dengue-2 NS5 capping,SIAH1 antagonists,LYP inhibition,AID2073,SV40 large T antigen,others
COc1cccc(/C=N/NC(=O)c2cnn(-c3ccccc3)c2N)c1,-0.2%,6%,·,1.5%,5%,-1%,3%,-1%,-2%,
CCOc1ccccc1Nc1nc(N)nc(CN2CCCCC2C)n1 (configuration not stated),-0.9%,4%,2.2%,1.8%,2%,-2%,-3%,-1%,21%,
Brc1ccsc1/C=N/Nc1ccccc1,·,-8%,·,4.6%,-6%,·,·,·,18%,
COC(=O)CCCC(=O)N1CCC(CCC(=O)NC2CC2)CC1,1.4%,6%,·,1.6%,-8%,-4%,-9%,16%,9%,
COc1cccc(S(=O)(=O)NCc2ccc(C(=O)NCC3CCCO3)cc2)c1 (configuration not stated),1.1%,1%,-9.6%,1.4%,-9%,-3%,0%,8%,1%,
CC(C)(C)C(=O)CN1C(=O)NC2(CCOc3ccccc32)C1=O (configuration not stated),-1.2%,0%,·,0.9%,-3%,-4%,-2%,14%,17%,
COc1cc2nc(CC(C)C)n(NC(=O)c3ccccc3Br)c(=O)c2cc1OC,0.6%,4%,·,0.3%,-3%,1%,1%,16%,8%,
CSc1ccccc1NC(=O)CN(C)C(=O)c1cccc(S(=O)(=O)N(C)C)c1,0.6%,2%,-0.9%,-0.8%,-3%,1%,-10%,7%,8%,
CCOC(=O)N1CCN(S(=O)(=O)c2ccc(Br)cc2)CC1,2.1%,-4%,·,2.7%,0%,-6%,-10%,0%,-15%,
Oc1ccc(Cl)cc1Nc1nc(NCC2CCCO2)c2ccccc2n1 (configuration not stated),·,2%,·,0.3%,-2%,·,·,·,8%,
COc1cc(C(=O)N/N=C/C2CC=CCC2)cc(OC)c1OC (configuration not stated),-1.4%,-1%,-4.1%,0.9%,-3%,-6%,-7%,-7%,7%,
CC(=O)Nc1ccc(S(=O)(=O)NCCN2CCNC2=O)cc1Cl,-2.1%,3%,·,0.9%,-4%,-3%,-4%,11%,-2%,
CCc1nnc(NC(=O)CSc2nnc(-c3ccccc3OC)n2-c2ccccc2)s1,1.1%,7%,-3.0%,2.1%,1%,5%,-5%,-5%,11%,
CCOC(=O)NC(NCc1ccccc1)(C(F)(F)F)C(F)(F)F,2.6%,-2%,-0.6%,0.4%,-1%,-7%,0%,5%,16%,
O=C(N/C(=C/c1cccc([N+](=O)[O-])c1)C(=O)N1CCCCC1)c1ccco1,-1.0%,10%,·,-0.6%,0%,-5%,-10%,26%,1%,
CCCC[C@H]1COCCS(=O)(=O)N1Cc1cccc(F)c1,-0.5%,-9%,·,-2.3%,12%,-1%,-10%,-4%,14%,
CC1CCC(NC(=O)C2c3ccccc3C(=O)N2Cc2cccs2)CC1 (configuration not stated),-2.8%,2%,-4.0%,1.3%,0%,0%,-5%,1%,-3%,
Cc1ccc(CNC(=O)C2CCN(S(=O)(=O)N3CCCCC3)CC2)cc1,-1.3%,6%,-0.3%,1.7%,-6%,6%,-6%,4%,1%,
CC(=O)N1CCOc2ccc(S(=O)(=O)NCCc3ccc(Cl)cc3)cc21,0.7%,8%,·,3.8%,1%,1%,-9%,14%,2%,
NC(=O)c1c(NC(=O)c2cccc(N3C(=O)CCC3=O)c2)sc2c1CCCCC2,-0.7%,12%,·,1.1%,7%,-1%,-10%,5%,9%,
CCn1c(SCc2ccccc2)nnc1C1CCCCC1,-1.2%,3%,-2.3%,0.6%,-4%,-2%,-11%,-2%,21%,
Cc1ccsc1C(=O)N(c1nc2ccccc2s1)c1c(C)cccc1C,0.0%,2%,-24%,22%,-1%,-1%,0%,-5%,4%,
CCNS(=O)(=O)c1ccc(CCC(=O)NCCC2=CCCCC2)cc1,-1.1%,5%,2.1%,1.3%,-1%,7%,-11%,-4%,-7%,
Cc1ccccc1OCCC(=O)N1CCN(S(=O)(=O)c2ccc(Cl)cc2)CC1,·,5%,·,-0.5%,-6%,·,·,·,14%,
COCCN(Cc1ccc(C)c(Br)c1)C(=O)Cn1cnc(S(=O)(=O)N2CCCC2)c1,-0.3%,6%,·,0.4%,-7%,0%,-9%,13%,10%,
SMILES,HIV fusion peptide,MgcRacGAP inhibition,XIAP displacement,RSV antiviral HEp-2,Dengue-2 NS5 capping,SIAH1 antagonists,LYP inhibition,AID2073,SV40 large T antigen,others
Cc1ccc(S(=O)(=O)N2CCC(C(=O)Nc3ccc(S(=O)(=O)N4CCCC4)cc3)CC2)cc1C,·,7%,·,1.2%,-7%,·,·,·,3%,
O=C(CCNC(=O)c1ccccc1Cl)NN1C(=O)NC2(CCCCC2)C1=O,·,9%,·,-0.6%,-1%,·,·,·,12%,
CCC(Sc1nc(C)cc(=O)[nH]1)C(=O)Nc1nc(-c2ccccc2)cs1 (configuration not stated),26%,7%,-8.8%,1.7%,3%,0%,-7%,2%,23%,
CCN1C(=O)[C@H]2[C@@H](c3ccc(C)cc3)N3C(=O)N(c4cccc(C)c4)C(=O)[C@@]3(Cc3ccccc3)[C@H]2C1=O,0.9%,5%,·,7.3%,-5%,-5%,-13%,8%,6%,
CC(CC(=O)Nc1ccncc1)c1ccccc1 (configuration not stated),-1.0%,2%,-4.4%,1.0%,1%,-10%,-8%,-2%,2%,
COc1ccc(N2CCN(S(=O)(=O)c3cc(-c4cc(C)no4)ccc3C(C)C)CC2)cc1,0.2%,8%,·,5.8%,-2%,-1%,-2%,15%,3%,
COc1ccc(NC(=S)N2CCCCCC2)cc1OC,-1.5%,10%,-2.1%,-1.3%,0%,12%,-8%,-4%,2%,
Cc1cccc(S(=O)(=O)c2c(C)cc(C)[nH]c2=O)c1,-0.7%,6%,·,0.4%,-2%,3%,-9%,19%,2%,
COc1ccc(/C(C)=N/OC/C(O)=C(\C#N)c2nc3ccccc3[nH]2)cc1,-0.2%,-5%,-6.7%,1.0%,10%,12%,0%,40%,2%,
COc1ccc(N=Nc2c(-c3ccc(OC)cc3)[nH]oc2=O)cc1,26%,2%,·,2.5%,16%,12%,-8%,1%,12%,
O=C(c1ccc(NS(=O)(=O)c2ccc3[nH]c(=O)[nH]c3c2)cc1)N1CCN(c2ccccc2O)CC1,·,6%,·,0.2%,-9%,·,·,·,19%,
CC(C)C(OC(=O)c1nsc(Cl)c1Cl)C(=O)NCc1ccc2c(c1)OCO2 (configuration not stated),-2.8%,0%,-1.0%,2.8%,0%,0%,-9%,-11%,-3%,
COc1ccc(Cl)cc1S(=O)(=O)N1CCN(C)CC1,-0.2%,12%,-1.8%,-0.3%,-1%,-2%,-4%,1%,7%,
O=C(Nc1cccc(C(=O)N2CCCC2)c1)c1ccccc1,-0.7%,-12%,0.4%,-1.1%,13%,1%,-1%,-1%,4%,
COc1cccc(NC(=O)c2ccc(CN3CCc4ccccc4C3)cc2)c1,0.9%,9%,·,0.7%,3%,0%,-6%,7%,9%,Dengue-2 NS5 capping pilot replicate=0.3
Cc1cc(C(=O)CSc2ccc3c(c2)OCCO3)c(C)n1C1CC1,0.2%,7%,-3.6%,5.5%,4%,-3%,-8%,-7%,6%,
COc1ccc(S(=O)(=O)N2CCN(C(=O)NCc3ccc(C)cc3)CC2)cc1,-0.2%,2%,·,1.1%,-6%,9%,-9%,48%,1%,
CCCCn1c(N)c(N(CC(C)C)C(=O)c2ccc(Br)s2)c(=O)[nH]c1=O,4.0%,5%,·,0.4%,-6%,6%,-11%,7%,2%,
CCOC(=O)c1cccc(NC(=O)C2CCN(c3ncnc4c3nc3n4CCCCC3)CC2)c1,1.1%,-3%,·,?,-5%,0%,-9%,26%,6%,
CNC(=O)Cc1csc2ccc(C)cc12,0.7%,8%,·,0.4%,-5%,-3%,-4%,9%,3%,
O=C(COC(=O)CCC1CCCC1)Nc1cccc(S(=O)(=O)N2CCOCC2)c1,·,2%,·,3.4%,-2%,·,·,·,1%,
CCOC(=O)C(C)n1cnc2scc(-c3ccc(C)c(C)c3)c2c1=O (configuration not stated),-0.4%,11%,·,4.5%,-8%,2%,-4%,29%,-8%,
COc1ccc(C(=S)N2CCN(C)CC2)cc1Br,2.2%,-4%,-1.7%,-0.4%,11%,4%,1%,-8%,20%,
Cc1ccc(/C=C(\C#N)c2nn(-c3ccccc3)c(N)c2C#N)cc1,-0.6%,0%,-4.8%,2.4%,-4%,5%,-5%,47%,8%,
Cc1cccnc1NC(=O)Nc1ccc(F)cc1,0.7%,11%,-3.2%,2.8%,-2%,0%,-6%,-5%,-1%,

# An excerpt taken from the entries so far, for reference:
SMILES,HIV fusion peptide,MgcRacGAP inhibition,XIAP displacement,RSV antiviral HEp-2,Dengue-2 NS5 capping,SIAH1 antagonists,LYP inhibition,AID2073,SV40 large T antigen,others
O=C(Nc1cccc(C(=O)N2CCCC2)c1)c1ccccc1,-0.7%,-12%,0.4%,-1.1%,13%,1%,-1%,-1%,4%,
COc1cccc(NC(=O)c2ccc(CN3CCc4ccccc4C3)cc2)c1,0.9%,9%,·,0.7%,3%,0%,-6%,7%,9%,Dengue-2 NS5 capping pilot replicate=0.3
Cc1cc(C(=O)CSc2ccc3c(c2)OCCO3)c(C)n1C1CC1,0.2%,7%,-3.6%,5.5%,4%,-3%,-8%,-7%,6%,
COc1ccc(S(=O)(=O)N2CCN(C(=O)NCc3ccc(C)cc3)CC2)cc1,-0.2%,2%,·,1.1%,-6%,9%,-9%,48%,1%,
CCCCn1c(N)c(N(CC(C)C)C(=O)c2ccc(Br)s2)c(=O)[nH]c1=O,4.0%,5%,·,0.4%,-6%,6%,-11%,7%,2%,
CCOC(=O)c1cccc(NC(=O)C2CCN(c3ncnc4c3nc3n4CCCCC3)CC2)c1,1.1%,-3%,·,?,-5%,0%,-9%,26%,6%,
CNC(=O)Cc1csc2ccc(C)cc12,0.7%,8%,·,0.4%,-5%,-3%,-4%,9%,3%,
O=C(COC(=O)CCC1CCCC1)Nc1cccc(S(=O)(=O)N2CCOCC2)c1,·,2%,·,3.4%,-2%,·,·,·,1%,
CCOC(=O)C(C)n1cnc2scc(-c3ccc(C)c(C)c3)c2c1=O (configuration not stated),-0.4%,11%,·,4.5%,-8%,2%,-4%,29%,-8%,
COc1ccc(C(=S)N2CCN(C)CC2)cc1Br,2.2%,-4%,-1.7%,-0.4%,11%,4%,1%,-8%,20%,
Cc1ccc(/C=C(\C#N)c2nn(-c3ccccc3)c(N)c2C#N)cc1,-0.6%,0%,-4.8%,2.4%,-4%,5%,-5%,47%,8%,
Cc1cccnc1NC(=O)Nc1ccc(F)cc1,0.7%,11%,-3.2%,2.8%,-2%,0%,-6%,-5%,-1%,

# Compound activity (PubChem)
